OXTR potentiator: human OXTR potentiators, primary screen, fluorescence, CHO-OTR cells, Fluo-8 calcium | Fluo-8 calcium fluorescence, potentiator mode; 0% = oxytocin EC15, 100% = EC100 | activation, % at 3 µM | 320,000 tested, 0.061% active | AID 2445, 2010;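 active means activation above that plate's cutoff, the mean activation of tested compounds plus 3 SD, cut at about 6.6% in these data, passing the limit was not always enough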;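 further: 100% uses oxytocin at 75 nM as the full agonist control; some results filed as inactive read as strong as hits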
Target sequence (P30559 whole entry, looked up): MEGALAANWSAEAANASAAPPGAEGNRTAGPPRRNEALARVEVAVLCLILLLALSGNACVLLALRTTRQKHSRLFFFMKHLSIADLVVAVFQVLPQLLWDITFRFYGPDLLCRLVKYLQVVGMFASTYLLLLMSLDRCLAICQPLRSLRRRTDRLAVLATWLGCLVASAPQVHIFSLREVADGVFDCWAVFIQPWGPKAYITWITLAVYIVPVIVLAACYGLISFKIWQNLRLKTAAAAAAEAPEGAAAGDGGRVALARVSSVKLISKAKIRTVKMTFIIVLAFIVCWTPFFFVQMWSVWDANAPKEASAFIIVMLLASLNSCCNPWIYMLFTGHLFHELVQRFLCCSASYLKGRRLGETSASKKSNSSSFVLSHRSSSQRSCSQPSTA
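Assay system: CHO-OTR cells, human receptor / Also added: oxytocin at about EC15, sub-maximal agonist stimulus / Dosing: single dose, 3.0 µM nominal final compound concentration / Incubation: 6 min pre-incubation, 100 s read / Technique: Fluo-8 calcium dye fluorescence / Read-out: % activation vs EC15 and EC100 oxytocin / Benchmarks: EC15 oxytocin low, 75 nM oxytocin high / Replicates: singlicate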
CHO-K1 Ca antag: M1 antagonist counterscreen hit in parental CHO-K1 cells. ATP-induced calcium, Fluo-8 fluorescence. inhibition, % at 3 µM. 360,000 tested, 0.6% active;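 active means inhibition above a per-plate cutoff, the plate's mean sample inhibition plus 3 SD, cut at about 24% in these data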;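 further: 0% = DMSO plus EC80 ATP and 100% = DMSO alone without ATP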
CHRM1 PAM: human M1 muscarinic receptor positive allosteric modulators, primary screen, CHO-K1 cells, Fluo-8 calcium fluorescence, 1536-well; Muscarinic acetylcholine receptor M1 (Homo sapiens), P11229; CHO-K1 hM1, ACh EC20; 0% = ACh EC20, 100% = maximal ACh; activation, % at 3 µM; 360,000 tested, 0.088% active; in the data active means activation above about 19%, passing the limit was not always enough
Target sequence (P11229 whole entry, looked up): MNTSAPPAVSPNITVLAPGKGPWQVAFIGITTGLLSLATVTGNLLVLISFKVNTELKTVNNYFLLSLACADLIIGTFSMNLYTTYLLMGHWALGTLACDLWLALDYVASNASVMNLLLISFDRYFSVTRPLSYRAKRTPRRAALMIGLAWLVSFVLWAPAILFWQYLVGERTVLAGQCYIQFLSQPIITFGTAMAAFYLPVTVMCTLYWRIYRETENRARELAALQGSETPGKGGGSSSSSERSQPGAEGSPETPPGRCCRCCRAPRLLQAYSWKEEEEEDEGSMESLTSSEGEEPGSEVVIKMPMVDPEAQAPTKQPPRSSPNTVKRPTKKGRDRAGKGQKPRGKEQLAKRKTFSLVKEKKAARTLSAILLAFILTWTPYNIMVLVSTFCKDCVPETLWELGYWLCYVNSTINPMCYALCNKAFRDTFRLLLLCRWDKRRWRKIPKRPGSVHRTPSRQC
M1 ag: human M1 muscarinic receptor agonists, primary screen, Fluo-8 calcium fluorescence, CHO-K1 cells, HTS | activation, % at 3 µM | CHO-K1 hM1, agonist mode; 0% DMSO, 100% acetylcholine EC100 | 360,000 tested, 0.33% active | AID 588814, 2011;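 active means activation above the run's mean compound activation plus 3 SD, cut at about 16% in these data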;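 further: peak over basal fluorescence ratio within a 140 s kinetic read after compound addition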
CHRM1 antagonist: human M1 muscarinic receptor antagonists, primary screen, CHO-K1 cells, Fluo-8 calcium fluorescence, 1536-well; Muscarinic acetylcholine receptor M1 (Homo sapiens), P11229; CHO-K1 hM1, ACh EC80 antagonist; inhibition, % at 3 µM; 360,000 tested, 1.3% active; AID 588852, 2011;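 active means percent inhibition above its own plate's cutoff, namely the mean of that plate's compound wells plus 3 SD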;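 further: peak over basal fluorescence ratio during 140 s after agonist addition; 0% = ACh EC80 plus DMSO and 100% = DMSO alone without agonist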
M4 antag: human M4 muscarinic receptor antagonists, primary screen, CHO cells, Fluo-8 calcium fluorescence; Muscarinic acetylcholine receptor M4 (Homo sapiens), P08173; inhibition, % at 3 µM; 360,000 tested, 0.73% active; AID 624125, 2012; CHO-hM4 cells, ACh EC80;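 active means inhibition above its plate's cutoff, the mean inhibition of sample wells plus 3 SD, cut at about 27% in these data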;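 further: 0% = acetylcholine EC80 with DMSO and 100% = DMSO without agonist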
CHO parental Ca: ATP-evoked calcium signal inhibitors, parental CHO, primary screen, counter-screen for OX1R antagonist project, cell-based, fluorescence, Fluo-8 calcium dye. parental CHO-K1, ATP-induced calcium, Fluo-8 fluorescence. inhibition, % at 5.6 µM. 330,000 tested, 0.63% active;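 active means inhibition above that plate's mean sample inhibition plus 3 SD, cut at about 26% in these data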;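 further: 0% = ATP-challenged DMSO wells and 100% = DMSO wells without ATP; some compounds past the cut are filed as inactive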
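Material: Parental CHO cells | Reagent: ATP | Compound dosing: Single nominal dose of 5.6 µM per compound | Detection: Intracellular calcium via Fluo-8 no-wash fluorescent dye | Read-out: % inhibition of ATP-induced calcium mobilization | Benchmarks: Low control ATP plus DMSO, high control DMSO only | Replicates: Singlicate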
M1 ag parental: counter-screen for M1 agonists: effect in parental CHO-K1 cells; Fluo-8 calcium fluorescence; scaled to maximal ATP response, vehicle zero; 360,000 tested, 0.48% active; activation, % at 3 µM; in the data active means activation above about 15%;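 further: untransfected CHO-K1 host cells lacking M1 receptor as counterscreen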
M4 ag: human M4 muscarinic receptor agonists, primary screen, CHO-K1 cells, Fluo-8 calcium fluorescence; Muscarinic acetylcholine receptor M4 (Homo sapiens), P08173; CHO-K1 hM4/Gqi5; vehicle 0%, full acetylcholine response 100%; activation, % at 3 µM; 360,000 tested, 0.14% active; AID 624127, 2012;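 active means activation above the run mean over all test wells plus 3 SD, cut at about 32% in these data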;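 further: peak over basal fluorescence ratio per well then scaled between controls; 0% = DMSO wells and 100% = acetylcholine at EC100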
Active calls of the source: *; . = no result given.

SMILES	OXTR potentiator	CHO-K1 Ca antag	CHRM1 PAM	M1 ag	CHRM1 antagonist	M4 antag	CHO parental Ca	M1 ag parental	M4 ag
CCOC(=O)C1CCCN(C(=O)c2cn(CC(C)C)c(=O)c3cc(OC)c(OC)cc23)C1 (stereo not given)	-8	5	3	-2	-10	-1	-28	0.5	1
O=C(N/N=C/c1cccs1)c1cccc2cc[nH]c12	8	-33	10	-6	-20	-1	-18	1.5	6
O=[N+]([O-])c1ccc(OCCN2CCNCC2)cc1	-13	-8	3	-9	-3	-12	3	-0.1	1
C#CCOCCOCCOCCNc1nc(N2CCN(C(=O)[C@H](CC(N)=O)n3cc(C(N)[C@H](C)CC)nn3)CC2)nc(N2CCN(C(=O)[C@H](CC(N)=O)n3cc(C(N)[C@@H](C)CC)nn3)CC2)n1 (stereo not given in full)	8	-16	6	-5	-8	-3	12	0.9	0
O=C(NCC1CCCO1)c1cccc2c1C(=O)c1ccc(N3CCC(Cc4ccccc4)CC3)cc1S2(=O)=O (stereo not given)	-8	12	-23	17*	38*	35*	16	17*	73*
C#CCN(C[C@H]1[C@H](OC(=O)Nc2c(C)noc2C)[C@H](OC(=O)Nc2c(C)noc2C)C[C@H]2C(=O)N(c3ccccc3)C(=O)[C@@H]12)S(=O)(=O)c1ccc(C)cc1	.	-3	1	-4	-5	-18	.	0.3	2
OC(CNCc1ccccc1)c1ccccc1 (stereo not given)	0	0	-1	-3	-1	0	-8	0.7	1
Cc1ccc2cc(C#N)c(NCCNC(=S)NCCCN3CCOCC3)nc2c1	-11	-14	9	-6	-12	-4	-12	-0.5	2
CCN(CC)C(=O)C[n+]1cccc(/C=N/O)c1	-4	1	10	-10	-8	2	6	0.0	1
CCc1nc2c(OCc3ccccc3C)cccn2c1N(C)C(=O)C1CC1	.	-13	-1	-9	-4	-19	.	0.9	0
CCCCN(CCCC)CCNC(=O)CSCc1ccc(C)cc1	9	-21	1	-6	-3	-3	-19	1.9	2
Cc1cc(OCC(=O)Nc2cc(S(=O)(=O)N3CCOCC3)ccc2N2CCCC2)ccc1C(C)C	0	2	10	-3	-5	-6	-14	-0.1	0
CC1CC(C)CN(C(=O)COC(=O)c2ccc(Cl)nc2)C1 (stereo not given)	.	-13	8	-2	-8	-7	.	1.3	2
C[C@H]1CN([C@@H](C)CO)C(=O)c2cc(-c3cccc(F)c3)cnc2O[C@H]1CN(C)C(=O)c1cnccn1	.	-13	3	-2	-7	-10	.	0.7	1
O=C1c2ccccc2CSc2c(O)cccc21	-15	-6	3	3	-5	0	-10	7.0	4
O=C(COC(=O)c1ccc[nH]c1=O)Nc1ccc(S(=O)(=O)N2CCCC2)cc1	-3	-8	-10	-9	0	-6	-2	0.0	0
O=C(O)C1=CC2C=C(Cl)C=CC2OC1=O (stereo not given)	.	-11	13	-1	-13	-3	.	0.7	-1
COc1ccc(Br)cc1S(=O)(=O)NCCc1cccs1	-6	-14	1	-6	-6	2	-9	9.3	1
C[C@@H]1CN[C@H](CCO)/C1=C\c1ccccc1	.	-6	18	-2	-10	2	.	0.0	-1
CCc1nc2c(OCCC3CCCCC3)cccn2c1N(C)C(=O)COc1ccccc1	.	-4	-6	-7	-3	3	.	-0.2	-1
COCc1cc(=O)n2c(-c3ccc(C)cc3)n[nH]c2n1	4	16	8	0	-8	-1	-9	0.0	2
Cc1cc(NCCCN)nc(-c2ccccc2O)n1	-11	-4	3	-4	-1	5	6	-0.3	2
CCN1C(=O)[C@H]2[C@@H](c3ccc(-c4cccc(Cl)c4)cc3)N3CCCC[C@@]3(C(=O)OC)[C@H]2C1=O	-6	-17	4	2	2	2	-25	1.3	5
Cc1ccc(OCC(=O)N/N=C\c2ccc(-c3cccc(C(=O)O)c3)o2)c(C)c1	2	-3	6	-5	-6	-3	-12	-0.1	0
Cc1cnc(C(=O)OCC(=O)Nc2ccc(C)c(S(=O)(=O)N3CCCCCC3)c2)cn1	-2	-17	4	0	-6	-1	-2	4.3	6
O=C(NCc1ccc2c(c1)OCO2)c1cc(COc2c(F)cccc2F)on1	-7	-12	3	-2	-9	-15	-6	3.7	4
CC(C)C(NC(=O)c1ccc(C(C)(C)C)cc1)C(=O)O (stereo not given)	0	-3	11	-3	-6	0	-10	0.5	0
COC(=O)c1nnn(-c2ccc(F)c(Cl)c2)c1C(=O)OC	-7	-14	13	-8	-16	-11	3	0.3	0
CN(C(=O)COc1ccc(S(=O)(=O)N2CCOCC2)cc1[N+](=O)[O-])C1CCS(=O)(=O)C1 (stereo not given)	-10	-1	-1	-1	-14	-4	0	0.6	0
N#Cc1c(NC(=O)c2ccc(N3CCOCC3)c([N+](=O)[O-])c2)sc2c1CCCC2	-6	-13	0	0	-6	3	10	0.4	2
COc1c(F)c(F)c(C(=O)O)c(Nc2cccc(C)c2)c1F	2	1	2	-6	-5	-7	-2	-0.6	1
COc1cc(C2C(C(=O)c3sc(C)nc3C)=C(O)C(=O)N2CCN(C)C)cc(OC)c1OC (stereo not given)	.	0	-4	-4	-2	16	.	-0.1	0
CCOc1cc(C(=O)Nc2cccc(OCC(=O)N3CCOCC3)c2)cc(OCC)c1OCC	-6	1	1	8	12	-7	-9	1.4	8
Cc1ccc(C(=O)N/C(=C/c2ccco2)C(=O)Nc2cccc(C)c2)cc1	0	-2	1	-3	1	0	-25	0.1	0
CCOc1ccc(CCNC(=O)COC(=O)CCC(=O)c2cccs2)cc1OCC	.	-1	12	1	-4	2	.	0.4	2
Cc1cnc(C(=O)Nc2nccs2)cn1	-4	-10	8	4	-14	-2	-9	0.8	1
CCOC(=O)C1CCN(C(=O)c2[nH]c3ccc(OC)cc3c2C)CC1	-10	5	-3	-3	2	-6	-18	0.8	1
O=C(Nc1cc(S(=O)(=O)N2CCCCC2)ccc1N1CCOCC1)c1ccc(C(F)(F)F)cc1	-1	-16	13	2	-14	-18	-19	-0.3	0
CC1(C)CNC(=S)N1Cc1ccccc1	.	-13	2	-1	-2	-8	.	0.3	2
C/C(=N\Nc1nccnc1Cl)c1ccc(F)cc1	1	-10	3	-9	-8	9	-7	-1.1	0
O=C(NCCc1ccc(Cl)cc1)C(=O)c1c[nH]c2ccccc12	-4	6	-5	-3	12	3	-11	8.3	15
COc1ccc(CN=C2NC(=O)CC(C(=O)Nc3cc(C)cc(C)c3)S2)cc1 (stereo not given)	-7	-7	4	2	-2	3	-22	0.3	0
O=C(CNC(=O)c1ccc(Br)cc1)NC1CC1	-2	-2	5	3	-10	-11	-3	-0.2	1
Cc1ccsc1/C=N/NC(=O)c1ccc(-n2cccc2)cc1	-2	22	-10	-4	10	-1	-14	-0.2	1
COc1ccccc1C(=O)CSc1nccn1C	3	-15	13	-5	-13	-1	-6	0.4	1
O=C(Nc1ccc(NS(=O)(=O)c2ccccc2)cc1)c1cccnc1	1	2	8	-4	-10	-14	-7	2.4	2
CCN(C)c1cc2c(c3c1ccn3C)C1CCC2C1 (stereo not given)	.	19	13	-5	-14	-3	.	0.3	1
CCCNC(=O)c1cn(CC)c2cc(N3CCN(C(=O)c4ccco4)CC3)c(F)cc2c1=O	-8	-8	-6	1	0	-4	-13	2.3	9

Single records (already shown). Order of values: OXTR potentiator | CHO-K1 Ca antag | CHRM1 PAM | M1 ag | CHRM1 antagonist | M4 antag | CHO parental Ca | M1 ag parental | M4 ag
`C#CCN(C[C@H]1[C@H](OC(=O)Nc2c(C)noc2C)[C@H](OC(=O)Nc2c(C)noc2C)C[C@H]2C(=O)N(c3ccccc3)C(=O)[C@@H]12)S(=O)(=O)c1ccc(C)cc1` reads . | -3 | 1 | -4 | -5 | -18 | . | 0.3 | 2
`C#CCOCCOCCOCCNc1nc(N2CCN(C(=O)[C@H](CC(N)=O)n3cc(C(N)[C@H](C)CC)nn3)CC2)nc(N2CCN(C(=O)[C@H](CC(N)=O)n3cc(C(N)[C@@H](C)CC)nn3)CC2)n1` (stereo not given in full) reads 8 | -16 | 6 | -5 | -8 | -3 | 12 | 0.9 | 0

(next part)
SMILES	OXTR potentiator	CHO-K1 Ca antag	CHRM1 PAM	M1 ag	CHRM1 antagonist	M4 antag	CHO parental Ca	M1 ag parental	M4 ag
CCOC(=O)C1(CCc2ccccc2)CCN(Cc2ccc(C(=O)OC)cc2)CC1	-4	-8	-4	-4	-2	-17	-25	0.4	1
CCCNC(=O)Cn1c(=O)oc2cc(S(=O)(=O)N3CC(C)CC(C)C3)ccc21 (stereo not given)	-4	1	4	-5	-1	-1	-15	-0.1	1
Cc1nc(Cl)c(C(=O)NCc2ccccc2)c(C)c1[N+](=O)[O-]	2	0	5	-3	9	-9	-15	-0.1	0
CCC(CC)NC(=O)Nc1ccc(F)cc1F	9	18	8	0	-10	3	-3	-0.5	0
COc1ccc(-c2cc(C(=O)N3CCN(c4ncccn4)CC3)c3ccccc3n2)c(OC)c1	0	11	-15	-1	30	16	-26	5.5	11
CCc1ccc(OCC(=O)Nc2ccc(S(=O)(=O)Nc3cc(C)on3)cc2)c(Br)c1	-7	-1	3	-3	5	0	-24	-0.4	0
Cc1cc(C)cc(C(O)c2ncc(-c3ccc(C(F)(F)F)cc3)[nH]2)c1 (stereo not given)	.	-21	7	-3	-15	1	.	1.0	1

Six compounds from above, limited to CHO-K1 Ca antag and CHRM1 PAM.
canonical_smiles | CHO-K1 Ca antag | CHRM1 PAM
CCC(CC)NC(=O)Nc1ccc(F)cc1F | 18 | 8
CCc1ccc(OCC(=O)Nc2ccc(S(=O)(=O)Nc3cc(C)on3)cc2)c(Br)c1 | -1 | 3
COc1ccc(-c2cc(C(=O)N3CCN(c4ncccn4)CC3)c3ccccc3n2)c(OC)c1 | 11 | -15
Cc1cc(C)cc(C(O)c2ncc(-c3ccc(C(F)(F)F)cc3)[nH]2)c1 (stereo not given) | -21 | 7
CCCNC(=O)Cn1c(=O)oc2cc(S(=O)(=O)N3CC(C)CC(C)C3)ccc21 (stereo not given) | 1 | 4
CCOC(=O)C1(CCc2ccccc2)CCN(Cc2ccc(C(=O)OC)cc2)CC1 | -8 | -4

Bioassay records from PubChem.
